Bioassay records deposited in PubChem BioAssay by several laboratories.
PvdQ acylase – P. aeruginosa PvdQ acylase inhibitors, primary screen, biochemical, fluorescence, plate reader and imaging, single point | PvdQ acylase [Pseudomonas aeruginosa LESB58] | purified PvdQ acylase | inhibition, % at 10 µM | actives 0.063% (n = 340,000) | AID 488965, 2010; in the data active means inhibition above about 30%, passing the limit was not always enough;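 further: 0% = vehicle neutral wells and 100% = reference inhibitor wells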
Wnt bcat act – Wnt/beta-catenin pathway activators, primary screen, cell-based, plate reader, single point. actives 1.2% (n = 300,000). Wnt/beta-catenin reporter cell assay, activator. activation, % at 9.35 µM; in the data active means activation above about 30%, passing the limit was not always enough;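 further: 0% = neutral control wells and 100% = positive control wells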
PfHsp90 set2 – growth inhibition of PfHsp90-expressing yeast, primary screen, antimalarial PfHsp90 inhibitor project, S. cerevisiae, BacTiter-Glo luminescence, single point, set 2; BacTiter-Glo ATP, 48 h; yeast lacking PDR1 and PDR3 efflux regulators; inhibition, % at 9.4 µM; actives 0.32% (n = 310,000); AID 504621, 2011;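 active means every replicate shows inhibition above about 80%, whatever the replicate mean, limit read from the data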;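 further: 0% = DMSO neutral controls and 100% = 20 µM radicicol positive controls; yeast relying on Plasmodium falciparum Hsp90 in place of its own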
AddAB inh – growth inhibition of E. coli expressing H. pylori AddAB, primary screen, AddAB inhibitor project, absorbance | AID 435030, 2010 | inhibition, % at 11.9 µM | actives 0.29% (n = 330,000); in the data active means inhibition above about 12%;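 further: 0% = vehicle wells of infected cells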
Rtt109 HAT inh – inhibitors of C. albicans Rtt109/Vps75 HAT, primary screen, biochemical, ThioGlo CoA-SH fluorescence, plate reader; Histone acetyltransferase RTT109 (Candida albicans (strain SC5314 / ATCC MYA-2876)), …; purified Rtt109/Vps75, 4 h; inhibition, % at 34.9 µM; actives 0.16% (n = 330,000); AID 540336, 2011;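 active means inhibition of at least 50% in every replicate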
Target sequence (Q5AAJ8 whole entry, looked up): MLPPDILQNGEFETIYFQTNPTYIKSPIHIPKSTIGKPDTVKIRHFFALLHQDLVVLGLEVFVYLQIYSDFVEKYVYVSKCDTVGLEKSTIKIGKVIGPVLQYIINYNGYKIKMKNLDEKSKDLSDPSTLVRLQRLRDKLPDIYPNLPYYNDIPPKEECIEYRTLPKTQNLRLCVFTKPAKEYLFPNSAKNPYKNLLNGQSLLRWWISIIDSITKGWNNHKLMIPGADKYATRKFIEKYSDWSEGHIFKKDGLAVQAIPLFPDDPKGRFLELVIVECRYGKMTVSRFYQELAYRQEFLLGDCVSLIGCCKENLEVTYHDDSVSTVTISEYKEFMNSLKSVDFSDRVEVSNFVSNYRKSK
DAGLB inhibitor – DAGLB lipase inhibitors, primary screen, biochemical, fluorescence, HTS | Diacylglycerol lipase-beta (Homo sapiens), Q8NCG7 | HEK293T DAGLB membrane lysate, EnzChek fluorogenic substrate | inhibition, % at 5.17 µM | actives 0.059% (n = 340,000) | AID 504411, 2011; in the data active means inhibition above about 34%;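 further: 0% = enzyme with vehicle and 100% = wells lacking enzyme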
Target sequence (Q8NCG7 whole entry, looked up): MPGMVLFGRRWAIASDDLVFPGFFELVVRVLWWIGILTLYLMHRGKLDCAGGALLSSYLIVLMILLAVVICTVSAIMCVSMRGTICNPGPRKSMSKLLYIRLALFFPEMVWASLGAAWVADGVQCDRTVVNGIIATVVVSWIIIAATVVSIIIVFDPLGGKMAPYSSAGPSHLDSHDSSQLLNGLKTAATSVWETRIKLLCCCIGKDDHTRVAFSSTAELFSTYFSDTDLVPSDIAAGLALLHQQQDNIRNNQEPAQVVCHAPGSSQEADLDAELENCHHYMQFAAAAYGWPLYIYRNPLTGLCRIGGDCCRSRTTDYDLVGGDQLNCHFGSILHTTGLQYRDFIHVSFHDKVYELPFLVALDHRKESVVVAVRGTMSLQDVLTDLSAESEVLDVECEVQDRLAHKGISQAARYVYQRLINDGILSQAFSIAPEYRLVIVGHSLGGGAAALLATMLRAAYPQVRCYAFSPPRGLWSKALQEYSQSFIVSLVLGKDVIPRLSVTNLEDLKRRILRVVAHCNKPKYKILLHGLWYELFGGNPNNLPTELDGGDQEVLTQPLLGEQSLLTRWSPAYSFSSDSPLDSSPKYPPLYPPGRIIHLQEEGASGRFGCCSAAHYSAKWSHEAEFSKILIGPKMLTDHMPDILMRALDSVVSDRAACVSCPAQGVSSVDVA
E coli growth – E. coli V3065 growth inhibition, primary screen, counter-screen for AddAB inhibitor project, absorbance, OD600; 18 h; inhibition, % at 11.9 µM; actives 0.27% (n = 330,000); AID 449728, 2010;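 active means inhibition above the campaign's mean inhibition across all tested compounds plus 3 SD, cut at about 9.9% in these data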;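 further: uninfected addAB+ strain grown without phage in ampicillin broth; 0% = DMSO wells and 100% = ciprofloxacin 0.95 µg/ml wells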
phage Ecoli inh – growth loss of phage-infected E. coli, primary screen, RecBCD inhibitor project, absorbance, with phage, HTS; actives 0.26% (n = 360,000); inhibition, % at 11.9 µM; in the data active means inhibition above about 11%
Tat transport – E. coli Tat export inhibitors, primary screen, MC4100, TorA-mCherry reporter, fluorescence, single point. inhibition, % at 10 µM. actives 0.036% (n = 340,000). AID 488895, 2010;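 active means mean replicate inhibition at least 50% and at least half of replicates individually reaching 50%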;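 further: exported cargo escapes ClpAP degradation while cytoplasmic cargo is degraded and loses fluorescence; 0% = median of neutral control wells and 100% = median of NaSCN control wells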
CAL PDZ inh – CAL PDZ peptide-binding inhibitors, primary screen, biochemical, fluorescence polarization, Cer-tagged CAL PDZ, HTS | inhibition, % at 20 µM | purified CAL PDZ, TMR-peptide fluorescence polarization, 1 h | Golgi-associated PDZ and coiled-coil motif-containing protein (Homo sapiens), Q9HD26 | actives 0.02% (n = 330,000) | AID 504414, 2011;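 active means highest replicate inhibition of at least 40%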;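 further: plate controls were DMSO neutral control wells for no effect and unlabeled competitor peptide control wells for full effect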
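System: purified tagged CAL PDZ domain construct (CerCALP). Schedule: 1 h incubation at room temperature before polarization reading. Medium: 25 mM sodium phosphate pH 7.4, 150 mM NaCl, TCEP, IgG, Thesit. Read-out: percent inhibition from loss of millipolarization. Measured by: FP readout, S and P plane fluorescence. Probe or stimulus: fluorescent TMR peptide probe.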
Starred values were filed as active, the others as inactive; / = not tested or not shown.

1. O=[N+]([O-])c1ccccc1C1Nc2cccc3cccc(c23)N1
2. COc1ccc(CNC(=O)CN(C)S(=O)(=O)c2ccc(Cl)cc2)cc1
3. COc1cc([N+](=O)[O-])ccc1NC(=O)COC(=O)C1=NN(c2ccccc2)C(=O)CC1
4. O=C(O)c1ccc(CSc2nc3ccccc3[nH]2)cc1
5. CC1CCN(c2nnc(N3CCC(C)CC3)c3ccccc23)CC1
6. Nc1ccc(S(=O)(=O)NC(=O)c2ccccc2)cc1
7. O=[N+]([O-])c1cc(S(=O)(=O)/N=C(/c2ccccc2)N2CCOCC2)ccc1Cl
8. COc1ccc(Cn2nnnc2C(c2cccs2)N2CCOCC2)cc1 (stereo unspecified)

compound no.,1,2,3,4,5,6,7,8
PvdQ acylase,-7,-6,-4,-10,-14,0,-4,-4
Wnt bcat act,-2,1,-4,0,-3,-1,-1,/
PfHsp90 set2,-9,38,2,-10,-4,-12,19,15
AddAB inh,2.7,0.1,0.2,4.6,1.9,3.6,1.5,-1.4
Rtt109 HAT inh,12,-3,-3,6,15,8,-2,20
DAGLB inhibitor,11,-1,1,0,-6,0,3,1
E coli growth,0.8,0.5,0.7,1.5,-1.2,2.5,-1.6,-2.7
phage Ecoli inh,3.0,1.7,6.0,-0.9,2.7,/,2.3,2.0
Tat transport,12,-1,-6,1,-8,-2,13,1
CAL PDZ inh,0.8,-1.4,-0.1,0.0,-0.9,0.3,-2.5,-1.2

9. Cc1c(C(=O)O)sc2nc(/C=C/c3cccc(O)c3)[nH]c(=O)c12
10. N#C/C(=C\c1cccnc1)C(=O)Nc1ccccc1
11. CCN(CC)S(=O)(=O)c1ccc(N2CCOCC2)c(NC(=O)c2[nH]c(C)c(C(C)=O)c2C)c1
12. CCN(CC)S(=O)(=O)c1cc(NC(=O)C(C)N2CCN(c3ccccn3)CC2)ccc1C (stereo unspecified)
13. COc1ccc2c(C(=O)CCl)c[nH]c2c1
14. CS(=O)(=O)c1ccc2nc(NC(=O)CCS(=O)(=O)c3ccccc3)sc2c1
15. C=CCN(CC=C)C(=O)C(=O)c1cc(C)n(-c2ccc([N+](=O)[O-])cc2)c1C
16. O=C(COC(=O)c1ccc(S(=O)(=O)N2CCOCC2)cc1)NCc1ccccc1

compound no.,9,10,11,12,13,14,15,16
PvdQ acylase,-8,-16,1,4,-14,-4,-7,-17
Wnt bcat act,-2,0,15,0,22,-1,/,-2
PfHsp90 set2,-8,16,2,/,-14,-24,-18,3
AddAB inh,-4.4,3.5,-0.8,-0.2,-1.8,1.0,2.4,1.3
Rtt109 HAT inh,-4,4,-3,5,-1,-1,-12,-3
DAGLB inhibitor,-1,1,-3,1,2,0,2,0
E coli growth,-2.2,-2.6,-1.5,-0.9,2.1,-2.0,0.2,2.3
phage Ecoli inh,0.2,4.3,0.8,2.6,-0.1,0.7,1.6,3.8
Tat transport,-16,4,2,1,-3,-7,4,-2
CAL PDZ inh,/,0.0,0.7,1.1,-2.3,-2.3,-0.8,-0.2

17. O=C(CO/N=C/c1ccccc1Cl)N1CCCc2ccccc21
18. O=C(c1cccs1)c1cn(CC(=O)N2CCc3ccccc3C2)c2ccccc12
19. COc1cccc(C(=O)COC(=O)CCC(=O)NC2CCCCC2)c1
20. CCOC(=O)c1cc(-c2ccccc2)sc1NC(=O)CCN1C(=O)c2ccccc2C1=O
21. Cc1cccc(C)c1NC(=O)CSc1ncnc2nc[nH]c12
22. Cc1ccc(C)n1-c1ccc(C(=O)NN)s1
23. N=C1C(c2nc3ccccc3s2)=C(O)CN1C1CCC(O)CC1 (stereo unspecified)
24. COCCn1c(SC(C)C(=O)NCC2CCCO2)nc2sc3c(c2c1=O)CCC3 (stereo unspecified)

compound no.,17,18,19,20,21,22,23,24
PvdQ acylase,-6,-5,-4,5,-6,-11,/,-13
Wnt bcat act,/,/,-2,/,1,0,5,1
PfHsp90 set2,-3,-12,36,-1,6,-7,/,0
AddAB inh,1.3,3.1,2.0,2.1,0.3,-0.3,5.0,5.0
Rtt109 HAT inh,-17,-2,-3,-1,2,-5,/,7
DAGLB inhibitor,-6,-4,-1,-5,0,1,/,-1
E coli growth,0.8,1.3,1.8,-0.8,3.0,-2.8,-0.9,2.2
phage Ecoli inh,5.9,3.1,4.8,1.6,-1.9,0.5,1.6,1.2
Tat transport,4,6,-2,-6,-1,-4,/,3
CAL PDZ inh,-0.1,-2.6,-2.7,0.4,-1.4,-0.4,/,-3.0

25. COC(=O)CSc1nc(N2CCOCC2)c2c(c1C#N)CC(C)(C)OC2
26. O=C(Nc1ccc(F)cc1F)c1csc(-c2ccncc2)n1
27. CCCCN(c1ccccc1)S(=O)(=O)c1cccc(C(=O)O)c1
28. CCCc1cc(=O)[nH]c(SCC(=O)Nc2sccc2C#N)n1
29. COc1ccc(/C=N/NC(=O)c2cc[n+]([O-])cc2)cc1OC
30. COc1ccc(N(C(=O)Cn2nnc(-c3ccc(F)cc3)n2)C(C)C(=O)NC2CCCC2)cc1 (stereo unspecified)
31. Cc1cccc(NC(=O)CCC(=O)Nc2nnc(C(F)(F)F)s2)c1
32. Cc1ccc(-c2cc(C(F)F)nc(N3CCC(C)CC3)n2)cc1

compound no.,25,26,27,28,29,30,31,32
PvdQ acylase,-14,-11,2,1,-13,-18,-4,-10
Wnt bcat act,-1,21,1,1,/,-5,-2,1
PfHsp90 set2,-24,-20,-16,3,1,-22,-5,/
AddAB inh,-0.5,-1.1,2.7,/,2.0,2.0,2.3,1.0
Rtt109 HAT inh,0,2,2,-7,-2,4,2,-3
DAGLB inhibitor,-1,-9,-1,2,1,-4,1,-11
E coli growth,2.3,-2.8,0.9,/,-1.3,-2.5,5.0,1.9
phage Ecoli inh,2.9,3.2,2.2,1.1,/,0.1,-0.7,2.3
Tat transport,-2,-4,-12,-2,-2,6,18,1
CAL PDZ inh,-3.4,-2.7,-0.6,-2.8,-2.5,-2.8,-0.2,/

33. COc1cccc(/C=C(/C#N)c2ccc(F)cc2)c1OCc1cccc(C(=O)O)c1
34. CC(OC(=O)c1ccncc1)C(=O)Nc1cccc([N+](=O)[O-])c1 (stereo unspecified)
35. O=C(COC(=O)c1ccc(Cl)nc1)Nc1ccc(N2CCOCC2)cc1
36. Cc1cc(C)n(C(=O)CSc2ccc(Cl)cc2)n1
37. COCCN(C(=O)c1ccc(C#N)cc1)c1c(N)n(Cc2ccccc2)c(=O)[nH]c1=O
38. CCCCCCN(C(=O)CCCCCN1C(=O)NC(c2ccc([N+](=O)[O-])cc2)C(C(=O)OCc2ccccc2)=C1C)C(C(=O)NCCCC)C1CCCCC1 (stereo unspecified)
39. COc1cc(C(CC(=O)Nc2ccc(C)cn2)N2Cc3ccccc3C2=O)cc(OC)c1OC (stereo unspecified)
40. CC12CCC3c4ccc(O)cc4CCC3C1CC(=NO)C2O (stereo unspecified)

compound no.,33,34,35,36,37,38,39,40
PvdQ acylase,-3,-3,1,-19,-5,-9,-14,8
Wnt bcat act,-1,0,2,/,-3,0,-1,-2
PfHsp90 set2,22,-3,15,1,-3,3,-41,6
AddAB inh,2.2,2.7,/,0.3,0.1,1.9,-1.6,/
Rtt109 HAT inh,0,-10,-5,7,-2,-3,-13,3
DAGLB inhibitor,7,-1,-2,1,1,-3,2,3
E coli growth,-0.5,2.9,/,0.2,-1.1,0.2,0.4,/
phage Ecoli inh,3.8,2.1,-0.7,1.1,0.6,6.1,2.1,1.9
Tat transport,9,1,4,0,0,3,6,-2
CAL PDZ inh,-1.9,-2.0,-0.8,-0.9,0.2,0.2,-1.2,-0.1

Among those listed so far, 3 have two or more sulfur atoms.
14. CS(=O)(=O)c1ccc2nc(NC(=O)CCS(=O)(=O)c3ccccc3)sc2c1
24. COCCn1c(SC(C)C(=O)NCC2CCCO2)nc2sc3c(c2c1=O)CCC3 (stereo unspecified)
28. CCCc1cc(=O)[nH]c(SCC(=O)Nc2sccc2C#N)n1

compound no.,14,24,28
PvdQ acylase,-4,-13,1
Wnt bcat act,-1,1,1
PfHsp90 set2,-24,0,3
AddAB inh,1.0,5.0,/
Rtt109 HAT inh,-1,7,-7
DAGLB inhibitor,0,-1,2
E coli growth,-2.0,2.2,/
phage Ecoli inh,0.7,1.2,1.1
Tat transport,-7,3,-2
CAL PDZ inh,-2.3,-3.0,-2.8

(list continues)
41. Cc1oc(-c2cc3c(cc2Cl)OCO3)nc1CN1CCCC(C(=O)N2CCOCC2)C1 (stereo unspecified)
42. O=C(CN1CCCN(Cc2ccc(F)cc2)S1(=O)=O)NC1CCCC1
43. NC(=O)CC[C@@H]1NC(=O)[C@@H]2CCCN2C(=O)c2cc([N+](=O)[O-])cc(I)c2NCCCC[C@@H](C(=O)NC(CC(=O)O)C(N)=O)NC1=O (stereo partly specified)
44. COc1ccccc1OCCCn1c(=O)sc2ccccc21
45. O=C(Nn1c(Cc2ccccc2)nc2ccccc2c1=O)c1c(O)c2cccc3c2n(c1=O)CCC3
46. Cc1cnc(NC(=O)CC(C)c2ccccc2)s1 (stereo unspecified)
47. CCn1nc(NC(=O)C2CCCO2)c2cc3cccc(C)c3nc21 (stereo unspecified)
48. COc1ccc(Cn2nnnc2C(c2cc3cc(C)ccc3[nH]c2=O)N2CCN(C)CC2)cc1 (stereo unspecified)

compound no.,41,42,43,44,45,46,47,48
PvdQ acylase,-20,0,-6,-16,-13,-1,/,13
Wnt bcat act,-2,-1,/,/,-1,6,1,3
PfHsp90 set2,-20,-20,-39,/,-25,35,/,-19
AddAB inh,0.2,4.1,1.5,0.9,0.1,1.4,1.5,-1.6
Rtt109 HAT inh,3,12,17,8,0,-4,/,15
DAGLB inhibitor,3,0,0,-4,0,2,/,3
E coli growth,4.4,-0.5,0.5,-0.1,-0.2,-2.3,0.2,0.0
phage Ecoli inh,2.8,3.6,/,1.1,1.0,-2.3,0.2,4.2
Tat transport,2,-5,4,4,-2,4,/,7
CAL PDZ inh,-2.5,-0.3,0.6,-1.5,-0.8,-2.2,/,-2.5

49. CCOc1ccc(NC(=S)Nc2ccccc2C2(C)CC2)cc1
50. CCOc1ccc(-n2c(SCC(=O)NCc3ccco3)nc3ccccc3c2=O)cc1
51. Cc1cc(C)c2oc(C(=O)NCCc3ccc(S(N)(=O)=O)cc3)cc(=O)c2c1
52. O=S(=O)(Nc1cccc(-c2ccc(N3CCOCC3)nn2)c1)c1ccc(Cl)c(Cl)c1
53. CCN(CC)C(=O)[C@H]1CC(CC(=O)NC/C=C(\C)CCC=C(C)C)C(=O)N2CCc3c([nH]c4ccccc34)[C@]12C (stereo partly specified)

compound no.,49,50,51,52,53
PvdQ acylase,2,-11,21,-4,-23
Wnt bcat act,-1,-2,-4,7,9
PfHsp90 set2,-42,-7,1,4,-20
AddAB inh,-0.4,-3.2,1.8,0.8,-1.2
Rtt109 HAT inh,7,-7,-5,1,4
DAGLB inhibitor,0,1,4,3,0
E coli growth,-0.2,-0.5,0.6,3.0,-3.2
phage Ecoli inh,2.1,5.2,1.9,3.5,0.2
Tat transport,5,-9,-3,11,7
CAL PDZ inh,0.0,-0.3,-1.5,-4.3,-1.2
